# EP2 antag: blocks the human prostaglandin E2 receptor EP2; P43116; C6 glioma cells expressing human EP2, cAMP TR-FRET; cells stimulated with saturating PGE2; inhibition, % at 25 µM; hit rate 0.52% among 260,000;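 active = percent inhibition above 40 after rounding to a whole number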;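 note: rat C6 glioma host cells with rolipram phosphodiesterase inhibitor present; the protocol text gives 20 µM as final concentration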
# Target sequence (P43116 whole entry, looked up): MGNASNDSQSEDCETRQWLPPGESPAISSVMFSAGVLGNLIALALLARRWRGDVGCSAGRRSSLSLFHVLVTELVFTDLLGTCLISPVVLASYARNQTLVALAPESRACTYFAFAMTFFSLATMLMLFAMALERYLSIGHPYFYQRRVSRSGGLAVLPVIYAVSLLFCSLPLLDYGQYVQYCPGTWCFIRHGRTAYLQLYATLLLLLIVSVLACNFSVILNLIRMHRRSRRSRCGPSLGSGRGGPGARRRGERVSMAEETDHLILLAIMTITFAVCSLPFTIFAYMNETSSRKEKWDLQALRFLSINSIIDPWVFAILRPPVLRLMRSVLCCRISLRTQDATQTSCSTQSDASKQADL
# Runt-CBFb FRET: inhibitors of human RUNX1 Runt domain binding to CBFb; Cerulean-Runt/Venus-CBFb FRET ratio 530/480, 1 h; Q01196+Q13951; inhibition, % at 20 µM; hit rate 0.46% among 220,000;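 active = inhibition over about 50% at 20 µM in the single-dose screen, limit read from the data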;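 note: 0% = DMSO wells and 100% = excess unlabeled CBFb competitor control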
# Target sequence (Q01196 whole entry, looked up, the tested form may be a part): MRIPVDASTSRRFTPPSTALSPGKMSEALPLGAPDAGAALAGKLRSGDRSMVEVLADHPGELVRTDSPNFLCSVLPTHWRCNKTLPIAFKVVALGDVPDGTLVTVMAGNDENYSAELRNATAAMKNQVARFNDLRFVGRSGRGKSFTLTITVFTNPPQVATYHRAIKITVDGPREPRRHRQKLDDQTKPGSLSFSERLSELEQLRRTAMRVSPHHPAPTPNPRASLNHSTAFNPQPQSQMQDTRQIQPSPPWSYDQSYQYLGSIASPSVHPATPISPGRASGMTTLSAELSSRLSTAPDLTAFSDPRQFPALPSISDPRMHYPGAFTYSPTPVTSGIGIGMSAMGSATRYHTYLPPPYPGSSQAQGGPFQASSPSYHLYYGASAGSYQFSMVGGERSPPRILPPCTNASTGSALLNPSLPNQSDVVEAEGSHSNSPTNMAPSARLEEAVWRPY
# Target sequence (Q13951 whole entry, looked up, the tested form may be a part): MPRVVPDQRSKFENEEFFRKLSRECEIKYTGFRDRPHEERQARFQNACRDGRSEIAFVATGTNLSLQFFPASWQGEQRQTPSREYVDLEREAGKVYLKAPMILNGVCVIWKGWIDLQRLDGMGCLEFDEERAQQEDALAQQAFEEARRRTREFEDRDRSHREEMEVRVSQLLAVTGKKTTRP
#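 Schedule: protein complex preformed 1 h, compound exposure 1 h, room temperature, dark; test system: Cerulean-labeled Runt domain protein; amount: 100 nM per protein; buffer or medium: Tris 50 mM pH 7.5, KCl, K2SO4, 0.01% BSA; read-out: loss of energy transfer signal; detection: FRET fluorescence; controls: 5 µM unlabeled CBFb as full-inhibition high control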
# Hck Nef HTS: human Hck-Nef kinase inhibition | Recombinant Hck-YEEI plus Nef, Z-Lyte FRET kinase assay | inhibition, % at 20 µM | hit rate 0.68% among 220,000 | AID 463187;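 active = Hck-Nef kinase inhibition above about 50%, limit read from the data; inactive = inhibition below that limit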;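 note: 0% = DMSO with Hck plus Nef and 100% = Hck alone without Nef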
# Runt-SMMHC FRET: blocks binding of human RUNX1 Runt domain to CBFb-SMMHC; Cerulean-Runt/Venus-CBFb-SMMHC FRET ratio 530/480, 1 h; hit rate 0.74% among 220,000; AID 1434; inhibition, % at 20 µM; Q01196+Q13951;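 active = mean inhibition across duplicate retests at 20 µM reaching about 50%, limit read from the data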;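 note: 0% = DMSO wells and 100% = wells with excess untagged CBFb-SMMHC; inhibitors lower the FRET ratio by blocking Runt binding to CBFb-SMMHC; some results filed as inactive read as strong as hits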
# RBBP9 inh: blocks human serine hydrolase RBBP9; inhibition, % at 7.94 µM; AID 1515; O75884; hit rate 0.2% among 220,000; recombinant RBBP9, FP-Rh probe fluorescence polarization;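 active = inhibition above the campaign mean of all tested compounds plus 3 SD, cut at about 14% in these data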;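 note: plate controls were DMSO wells with RBBP9 for no effect and wells lacking RBBP9 protein for full effect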
#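 Material: RBBP9 protein. Amount: RBBP9 at 2.5 µM in dispensed solution, before mixing. Schedule: 30 min then 45 min, 25 °C. Medium: Tris buffer pH 8.0, NaCl, Pluronic. Measured by: fluorescence polarization. Measure: percent inhibition from mP, scaled between DMSO and no-protein wells. Replication: one well per compound.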
# TNF necrop inh: blocks TNF-alpha induced death of Jurkat FADD-/- cells; Jurkat FADD-/- TNF necroptosis rescue, ATP luminescence, 24 h; 0 = TNF only, 100 = no-TNF cells; activation (protection from cell death), % at 10 µM; hit rate 0.068% among 220,000;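 active = activation, meaning protection from cell death, of at least 50% relative to plate controls; inactive = activation below 50%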;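 note: necroptosis triggered by 40 ng/mL TNF-alpha added together with compound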
# EP2 mod: EP2 receptor (human) modulation. P43116. induction, % at 25 µM. hit rate 0.83% among 260,000. EP2-expressing cells, cAMP HTRF FRET, PGE2 co-stimulation;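 active = compounds whose cAMP rise, as percent of the full-agonist control response, exceeds 60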;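 note: rat C6 glioma line stably carrying human EP2 under a CMV promoter; the protocol text gives 20 µM as final concentration; 100% = response of wells given 1 µM PGE2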
# L929 necroptosis: L929 zVAD cell death inhibition | L929 zVAD necroptosis rescue, ATP luminescence, 24 h; with zVAD 60 µM | viability rescue, % at 10 µM | hit rate 0.38% among 220,000;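 active = activation, scaled between plate controls, above about 75%, limit read from the data; inactive = activation under that limit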;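 note: 0% = zVAD with DMSO and 100% = DMSO alone without zVAD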
# PERK inh: human PERK inhibition, primary cell-based screen | Q9NZJ5 | CHO PERK-DD fusion, SEAP luminescence translation reporter | inhibition, % at 5.6 µM | hit rate 0.17% among 220,000 | AID 1416;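 active = inhibition above the mean inhibition of all tested compounds plus 3 SD, set separately per screening campaign, cut at about 2.9% in these data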;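 note: PERK kinase domain activated by AP20187 dimerizer at 100 nM; 0% = DMSO with dimerizer and 100% = rapamycin at 8.4 µM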
# * marks the source's active call; other numbers are inactive results; x = not tested or not shown; & = joins results of further samples. This is a subset. The share of hits here may be higher or lower than overall.
entry	Compound	EP2 antag	Runt-CBFb FRET	Hck Nef HTS	Runt-SMMHC FRET	RBBP9 inh	TNF necrop inh	EP2 mod	L929 necroptosis	PERK inh
1	O=c1c(C/C=C/c2ccccc2)c(O)ccn1CCc1c[nH]c2ccccc12	10.0	4.0	3.7	-3.3	-0.5	1.3	-9.5	-0.1	1.4
2	Cc1[nH]nc2c1C(c1ccc(N(C)C)cc1)C1=C(CC(C)(C)CC1=O)N2 (stereo unspecified)	6.9	10.1	15.0	4.2	1.0	1.9	7.2	0.0	1.2
3	CC(=O)N1CCN(C(=S)NCc2ccccc2)CC1	0.1	0.3	-3.0	-4.9	-10.3	0.9	9.4	0.8	-0.3
4	O=C1N(Cc2cccnc2)C[C@@H]2C[C@@H](c3ccc4nsnc4c3)N3CCC[C@@]123	9.6	-0.5	8.0	-0.4	6.8	0.1	1.7	-1.0	-0.1
5	COc1cccc(C(=O)Nc2sc(C(C)C)cc2C(N)=O)c1OC	10.7	-0.7	24.7	-0.7	-1.7	-0.6	5.5	1.2	0.7
6	Cc1ccc(C)c(-n2cc(-c3ccc(Cl)cc3)nc2SCC(=O)NC2CCS(=O)(=O)C2)c1 (stereo unspecified)	7.2	-8.5	2.6	-6.5	-7.2	-2.8	7.4	1.8	0.0
7	CCc1nc(SCc2cccnc2)[nH]c(=O)c1C	4.6	1.7	-0.7	-0.8	4.7	0.6	0.9	1.9	0.8
8	CCc1nc(-c2ccc(C)nc2OC)no1	11.1&10.0	-4.6	-0.2	5.5	-4.1	0.0	-4.8&16.4	-0.5	0.5
9	CC(=O)Nc1ccc(OCC(=O)N(CC(C)C)C2CCS(=O)(=O)C2)cc1 (stereo unspecified)	9.4	0.4	26.7	-2.1	-3.5	0.2	8.8	1.0	0.9
10	COc1ccc(CN2CC(C(=O)NCCCOC(C)C)CC2=O)cc1 (stereo unspecified)	11.9	1.7	-22.7	2.4	-5.8	0.4	8.1	1.9	-0.7
11	Cc1ccc(/C=N/NC(=O)CNC(=O)c2ccc(S(=O)(=O)N(C)C)cc2)cc1	2.5	0.2	24.2	4.5	-5.9	1.6	2.1	5.7	0.9
12	O=C(NCCc1ccccc1)c1nc2nc(-c3cccs3)cc(C(F)(F)F)n2n1	6.4	1.7	-10.2	29.2	-8.1	0.3	12.6	x	-0.3
13	O=[N+]([O-])c1ccc(N2CCCCC2)c(-c2nn[nH]n2)c1	3.2	8.7	23.9	4.8	-3.7	2.1	-4.8	0.9	0.7
14	COc1ccc(S(=O)(=O)Nc2cc(C(=O)NC3CCCCCC3)ccc2N2CCOCC2)cc1	6.2	-0.1	-0.7	-2.2	-2.8	-1.7	0.7	1.0	-0.6
15	Cc1cc[n+](CC(=O)c2cc3ccccc3oc2=O)cc1	6.8	-9.7	1.0	-39.7	-4.4	1.0	-30.8	x	-0.9
16	COc1ccc(N=C2S/C(=C\c3cccs3)C(=O)N2CC(C)C)cc1	10.1	-2.8	0.1	-1.5	0.1	-0.4	8.3	-0.3	0.1
17	O=C(CCc1ccccc1)NN1C(=O)C2C3C=CC(C3)C2C1=O (stereo unspecified)	6.5	2.6	11.7	-7.4	-10.7	0.3	-19.9	2.3	-0.5
18	CCOc1ccc(CC2c3cc(OCC)c(OCC)cc3CCN2C(=O)CN2CCN(C)CC2)cc1OCC (stereo unspecified)	5.5	2.1	18.5	-4.0	1.9	5.7	26.3	-0.6	0.2
19	O=C(O)c1cc2n(n1)C(C(F)(F)F)CC(c1ccccc1)N2 (stereo unspecified)	7.0	-3.6	5.4	-3.5	4.7	-0.1	-12.3	0.8	1.4
20	CCCCc1[nH]nc2c1C1(C(=O)N(CC)c3ccccc31)C(C#N)=C(N)O2 (stereo unspecified)	10.3	-0.6	-3.4	-2.2	-9.2	-0.8	20.8	0.1	0.7
21	Cc1sc2nc(C)n(/N=C/c3ccccc3)c(=O)c2c1C	8.4	0.2	5.1	3.3	2.8	2.0	22.4	0.2	0.9
22	Cc1nc(C(=O)NNC(=O)Nc2ccc(Cl)cc2)cs1	9.6	1.4	15.5	1.7	-1.7	-28.0	9.0	-0.2	1.2
23	O=C1c2cccnc2Oc2ccc(Cl)cc2N1Cc1ccc(F)cc1	3.2	-2.7	1.0	4.0	-0.9	3.0	21.1	0.7	-0.6
24	O=C(O)c1ccc(-c2cccc(Cl)c2)o1	7.2	x	-11.7	x	-8.5	0.1	x	-1.6	0.3
25	Cc1cc(SCC(=O)Nc2ccc(O)cc2)n2ncc(-c3ccccc3)c2n1	18.3	-2.7	-9.3	-7.1	-9.0	-12.3	-11.6	1.5	1.8
26	O=C(Nc1ccc(NC(=O)c2ccco2)c(Cl)c1)c1cccc([N+](=O)[O-])c1	10.7	1.1	26.2	-1.4	-2.3	0.9	-35.2	6.8	0.1
27	O=c1sc2ccccc2c(N2CCCC2)c1[N+](=O)[O-]	6.3	3.1	2.9	-1.3	6.6	-0.3	16.6	0.2	-0.1
28	CC(C)c1nc(SCC(=O)N2CC(=O)Nc3ccccc32)c2ccccc2n1	12.2&7.4	-4.1	24.0	-0.7	-6.4	1.2	3.5&7.7	27.7	-0.5
29	CCC(C)(C)n1nnnc1C(c1ccccc1OC)N1CCSCC1 (stereo unspecified)	8.0	-0.6	1.9	3.7	-6.2	-1.4	13.7	-0.2	-0.4
30	Cc1c(C(=O)NC(C)C)c(-c2ccccc2)nn1-c1ccccc1	6.3	-1.1	-0.3	0.3	-13.7	0.4	10.1	1.1	-0.6
31	Cn1cc(CNCc2cnc3ccccn23)c(-c2ccc(Oc3ccccc3)cc2)n1	3.9	-4.4	22.6	1.1	-9.3	1.2	-85.4	-0.4	-0.3
32	Cc1ccc(S(=O)(=O)N2CCN(CC(=O)N/N=C\c3ccncc3)CC2)cc1	5.1	2.2	28.0	-2.0	-12.5	3.4	30.7	0.9	0.0
33	O=C(NCCO)c1cc([N+](=O)[O-])cc2c1C=Cc1ccccc1O2	2.7	-0.1	21.2	-6.1	-5.1	-1.5	-7.0	0.8	0.6
34	CCOc1cc(/C=C2/N=C(c3ccc(C(C)(C)C)cc3)OC2=O)cc(Cl)c1OS(C)(=O)=O	2.1	-6.0	0.3	-3.5	-11.6	-0.9	5.0	0.8	0.5
35	COc1ccc(CCNC(=O)CCNC(=O)c2ccc(Cl)cc2)cc1OC	4.5	1.3	1.6	3.9	-7.1	0.2	-0.5	0.5	-0.6
36	O=C(COc1ccc(Oc2ccccc2)cc1)NCc1cn2ccccc2n1	4.6	-1.3	26.0	-3.4	-2.8	-8.9	-41.4	-2.0	0.7
37	Cc1cc(C)c2oc(C(=O)Nc3ccc(S(=O)(=O)N4CCC(C)CC4)cc3)cc(=O)c2c1	6.2	-5.2	-1.0	2.4	-1.0	0.1	-28.0	-0.3	0.1
38	O=C(CNC(=O)c1ccco1)OCc1cccc(Cl)c1	0.7	-0.7	0.0	-4.2	0.7	-3.5	4.4	-0.2	0.8
39	CCC(C(=O)OCC(=O)Nc1ccc(C(=O)Nc2ccc(OC)cc2)cc1)c1ccccc1 (stereo unspecified)	7.4	-0.3	4.8	6.2	-12.0	3.1	27.5	x	1.1
40	Clc1ccc(-n2c(SC/C=C/c3ccccc3)nnc2-c2cccnc2)cc1	10.1	-7.6	-3.1	-4.7	-11.2	-0.4	-8.7	1.2	-0.8
41	COC(=O)[C@@H]1C[C@@]2(O)[C@H](O)[C@H](O)[C@H](O)C[C@H]2N1Cc1cccc2ccccc12	25.4	-1.7	18.5	0.9	x	-0.6	0.4	-0.7	x
42	Cc1ccc(CC(CC(=O)NCCc2ccc3c(c2)OCO3)C(=O)O)cc1 (stereo unspecified)	6.1	1.4	1.5	1.8	-0.8	1.0	-10.3	0.8	0.6
43	CCOC(=O)C1=C(C)N(C)C(=O)NC1c1ccccc1OC (stereo unspecified)	12.5	0.1	0.5	-2.6	-6.8	-0.7	22.6	0.0	0.0
44	CCN(CC)Cc1c(NC(=O)c2ccccc2)sc(C)c1C	11.5	-0.1	22.1	-0.2	0.7	1.1	53.9	-2.3	0.2
45	O=C(CN1C(=O)S/C(=C\C=C\c2ccccc2)C1=O)Nc1ccc(O)cc1	3.2	-9.2	-0.6	-30.0	-23.8	2.7	-2.8	3.2	-0.1
46	COc1cc(C2C(C#N)=C(N)Oc3cc(C)n(CCN4CCOCC4)c(=O)c32)cc(OC)c1OC (stereo unspecified)	13.4	x	1.6	-1.2	-3.1	0.8	28.0	1.6	1.7
47	O=c1cc(N2CCN(c3ccccc3Cl)CC2)[nH]c(=O)n1Cc1ccc(F)cc1	8.7	1.6	18.8	-3.3	-4.3	-11.8	-16.4	0.1	0.2
48	Cc1ccc(NC(=O)C2CC(=O)Nc3ncnn32)cc1Cl (stereo unspecified)	0.8	1.0	26.5	-1.9	-8.3	3.0	25.4	-1.3	0.7
49	CCCn1c(=O)c(C(=O)N/N=C/c2ccccc2F)c(O)c2ccccc21	4.6	x	29.1	x	-3.3	0.4	8.1	2.7	0.3
50	Cc1cc(C(=O)COC(=O)c2ccco2)c(C)n1Cc1ccco1	6.0	2.8	25.9	-1.8	1.4	-1.8	-17.1	-0.4	1.9
51	O=C(Nc1ccc2c(c1)OCO2)c1ccc(Br)s1	1.8	-0.9	-11.7	0.4	-3.4	-1.4	-12.4	-1.2	0.3
52	COc1ccc(S(=O)(=O)N2CCN(CC(=O)Nc3cc(OC)cc(OC)c3)CC2)cc1	x	-1.4	0.6	2.3	-6.2	5.5	-8.6	0.4	0.7
53	C#CCN(N(C)c1ncc(C(F)(F)F)cc1Cl)S(=O)(=O)c1ccc2ccccc2c1	7.8	-1.9	-1.9	0.5	2.6	0.3	61.4*	0.3	-0.2
54	COc1ccc(NC(=O)c2ccc(Cc3ccc(C)cc3)o2)cc1	9.1	0.7	8.2	-0.6	-1.7	-1.4	-54.8	0.6	-0.2
55	CCOC(=O)N1CCN(S(=O)(=O)c2ccc3c(c2)CCN3C(=O)C2CC2)CC1	17.8	0.5	2.2	-0.4	-0.5	-0.2	29.4	0.2	0.1
56	CCOC(=O)C1=C(c2ccccc2)NC(=S)NC1C (stereo unspecified)	x	-1.7	-1.8	-2.6	-5.7	-1.5	-8.0	0.3	-0.3
57	CCOC(=O)c1c(-c2ccccc2)oc2ccc(O)c(CN3CCN(C)CC3)c12	6.8	-1.9	-5.3	-2.2	-3.3	-8.2	1.0	x	-1.4
58	CCOC(=O)c1cc(C#N)c(N)nc1C	9.9	-0.9	0.2	2.0	-4.9	-1.6	4.9	-0.4	0.8

# Screening results (PubChem BioAssay)
